STAT1 activator: activators of IFN-gamma induced STAT1 signaling; actives 2.6% (n = 200,000); activation (% of control), % at 5.5 µM; NIH 3T3 STAT1-luciferase reporter, luminescence; 100% = IFN-gamma alone, no compound;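 active means activation above the screen-wide mean activation plus 3 SD, cut at about 130% in these data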;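 further: raw ratio to IFN-gamma control signal so 100% means no change and 0% no light; values of inactives mirror those of a sister screen read the other way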
Hsp70 act: Hsp70 transcriptional activation, primary screen | HeLa Hsp70 promoter luciferase reporter, luminescence; scaled: vehicle 0, proteasome-inhibitor control 100% | activation, % at 10 µM | actives 0.04% (n = 200,000) | AID 1203;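 active means activation above the mean across all tested compounds plus 3 SD, cutoff set per campaign, cut at about 5.5% in these data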;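 further: 100% = MG132 at 30 µM as the positive control and 0% = DMSO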
STAT3 blocker: inhibitors of IL-6 induced STAT3 signaling | U3A cells, IL-6 STAT3-luciferase reporter, luminescence; host cell line lacks STAT1 | inhibition, % at 5.5 µM | actives 0.89% (n = 190,000) | AID 862;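 active means inhibition above the mean inhibition across all screened compounds plus 3 SD, cut at about 44% in these data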;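 further: 0% = DMSO only wells and 100% = 100 µM nifuroxazide control wells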
DTT redox prof: compounds producing H2O2 with reducing agent – biochemical, NIH compound library profiling, artefact control for MLSCN library redox annotation, primary screen; DTT-dependent redox cycling H2O2, phenol red/HRP absorbance; 100% = 100 µM peroxide control, 0% = buffer; activation, % at 10 µM; actives 0.03% (n = 200,000); AID 878;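 active means activation of at least 50% relative to the plate's high and low controls in the primary single-dose screen; inactive means activation below 50%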;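 further: compound incubated with DTT at 0.8 mM final as the reducing agent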
STAT3 act: activators of IL-6 induced STAT3 signaling; U3A cells, IL-6 STAT3-luciferase reporter, luminescence; 100% = signal with IL-6 EC80 alone; actives 0.91% (n = 190,000); AID 871; activation (% of control), % at 5.6 µM;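 active means activation above the screen-wide mean of compound activation plus 3 SD, cut at about 130% in these data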;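 further: 0% = background luminescence of wells with medium and substrate only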
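Material: STAT3-luciferase reporter U3A cells. Controls: IL-6-treated wells, 100% activation. Read-out: % activation versus median of IL-6-stimulated wells. Probe or stimulus: IL-6 stimulus at 33 ng/mL final. Timing: compound 1 h, then IL-6 6 h at 37 °C. Signal: reporter luminescence signal.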
HMGR II inh: E. faecalis class II HMG-CoA reductase inhibition; purified E. faecalis HMGR, NADPH absorbance 340 nm kinetic; actives 0.41% (n = 190,000); inhibition, % at 10 µM;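 active means inhibition above a set limit, the median over all tested compounds plus 3 SD, cut at about 9.5% in these data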;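 further: enzyme runs in reverse so mevalonate oxidation gives rising NADPH absorbance; 0% = complete reaction with DMSO and 100% = background rate lacking mevalonate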
APP 5'UTR act: APP 5'UTR luciferase reporter activation; SH-SY5Y APP 5'UTR luciferase reporter, luminescence; zero percent = DMSO vehicle wells; activation, % at 2 µM; actives 1% (n = 190,000); AID 1276;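 active means activation above a set limit, based on mean plus 3 SD of controls, cut at about 140% in these data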; further: values of inactives mirror those of a sister screen read the other way
TLR4 MyD88 comp: inhibitors of human TLR4-MyD88 binding. O00206+Q99836. HeLa CL3-4 TLR4/MyD88 BLA complementation, FRET ratio. inhibition, % at 8.4 µM. actives 0.18% (n = 200,000). AID 861; in the data active means inhibition above about 25%;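 further: 0% = vehicle and 100% = reference inhibitor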
Target sequence (O00206 whole entry, looked up): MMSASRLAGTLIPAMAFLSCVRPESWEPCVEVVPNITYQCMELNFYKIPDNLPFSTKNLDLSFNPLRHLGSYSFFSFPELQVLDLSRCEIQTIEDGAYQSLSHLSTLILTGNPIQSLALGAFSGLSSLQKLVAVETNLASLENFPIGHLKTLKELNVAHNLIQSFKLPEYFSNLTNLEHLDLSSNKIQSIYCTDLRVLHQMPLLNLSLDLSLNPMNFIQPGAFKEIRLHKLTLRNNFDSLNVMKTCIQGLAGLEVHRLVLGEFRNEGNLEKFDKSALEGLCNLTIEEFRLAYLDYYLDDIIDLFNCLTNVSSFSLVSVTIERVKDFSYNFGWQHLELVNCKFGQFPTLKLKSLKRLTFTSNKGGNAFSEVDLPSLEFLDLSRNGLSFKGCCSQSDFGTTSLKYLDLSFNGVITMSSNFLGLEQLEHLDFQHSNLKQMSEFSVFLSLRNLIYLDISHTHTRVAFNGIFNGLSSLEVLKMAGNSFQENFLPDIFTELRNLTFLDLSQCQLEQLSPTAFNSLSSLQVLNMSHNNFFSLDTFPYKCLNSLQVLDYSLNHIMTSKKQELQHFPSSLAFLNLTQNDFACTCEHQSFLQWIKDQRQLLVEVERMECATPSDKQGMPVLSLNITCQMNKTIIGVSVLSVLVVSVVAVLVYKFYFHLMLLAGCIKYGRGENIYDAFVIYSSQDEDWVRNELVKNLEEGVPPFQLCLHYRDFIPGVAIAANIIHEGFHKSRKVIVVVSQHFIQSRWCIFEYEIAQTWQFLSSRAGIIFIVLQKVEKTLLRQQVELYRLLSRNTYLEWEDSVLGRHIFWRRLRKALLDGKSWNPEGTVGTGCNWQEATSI
Target sequence (Q99836 whole entry, looked up): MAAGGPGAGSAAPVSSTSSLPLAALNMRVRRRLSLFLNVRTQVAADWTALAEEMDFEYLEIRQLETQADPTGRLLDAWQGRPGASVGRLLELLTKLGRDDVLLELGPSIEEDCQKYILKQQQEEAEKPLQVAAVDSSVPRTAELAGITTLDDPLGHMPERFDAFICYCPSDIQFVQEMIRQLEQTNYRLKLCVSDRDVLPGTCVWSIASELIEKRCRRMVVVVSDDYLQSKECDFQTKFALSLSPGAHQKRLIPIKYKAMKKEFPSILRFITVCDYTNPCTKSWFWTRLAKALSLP
NF-kB neuron act: NF-kB expression increase, human neuronal cells; NF-kB reporter expression; stronger effect = higher value; AID 1239; fold change at 12.5 µM; actives 1.6% (n = 190,000); in the data active means fold change above about 3.3
STAT1 blocker: reduces IFN-gamma driven STAT1 reporter signal; NIH 3T3 STAT1-luciferase reporter, luminescence; inhibition, % at 5.5 µM; actives 0.35% (n = 200,000); AID 920;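 active means inhibition above a set limit, the mean inhibition across all tested compounds plus 3 SD, cut at about 34% in these data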;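 further: 0% = IFN-gamma with DMSO and 100% = IFN-gamma with 300 µM nifuroxazide; values of inactives mirror those of a sister screen read the other way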
Starred values were filed as active, the others as inactive; / = not tested or not shown. Rows were taken by chance (roughly 5.6% active in at least one column).

SMILES	STAT1 activator	Hsp70 act	STAT3 blocker	DTT redox prof	STAT3 act	HMGR II inh	APP 5'UTR act	TLR4 MyD88 comp	NF-kB neuron act	STAT1 blocker
CC(OC(=O)c1ccc2c(=O)n3c(nc2c1)CCCCC3)C(=O)Nc1ccc(F)cc1Cl (configuration not stated)	97	-0.2	3	-0.5	98	2	8	-10	1.2	3
COc1ccc(NC(=S)N2CCC(C(=O)c3ccc(F)cc3)CC2)c(OC)c1	95	-0.3	11	-0.8	96	-5	5	4	1.3	4
CCC1(CC)C(=O)C(C)(C)C(=O)OC1c1ccccn1 (configuration not stated)	93	-0.1	10	-0.6	94	-5	4	-4	0.97	4
CC(Cc1cccs1)NC(=S)Nc1ccc(F)cc1 (configuration not stated)	94	-0.2	12	0.3	89	-5	20	-2	0.92	7
N#C/C(=N\Nc1ccccc1[N+](=O)[O-])C(=N)N1CCCCC1	136*	-0.1	18	-0.1	90	-2	176*	9	5.6*	-39
O=C1c2ccc3c4c(ccc(c24)C(=O)N1Cc1cccnc1)C(=O)N(Cc1cccnc1)C3=O	106	-0.2	1	0.1	98	-6	/	-10	0.95	-6
CCc1cccc(C)c1NC(=S)NCC(c1cccnc1)N(C)C (configuration not stated)	91	0.4	6	-0.8	97	-3	12	-2	1.2	9
CCOc1cccc2sc(N(CCN(CC)CC)C(=O)c3ccc(S(=O)(=O)N4CCCCC4)cc3)nc12	98	-0.2	-2	-0.8	102	-1	9	6	1	2
CCCCCC(O)c1cccc(OCc2ccc3ccccc3n2)c1 (configuration not stated)	112	0.0	-10	1.1	111	2	2	-1	1.2	-13
CC1(C)CC(=O)C2=C(C1)OC(N)=C([N+](=O)[O-])C2c1cccs1 (configuration not stated)	105	-0.6	0	-0.1	102	-1	8	-7	1.3	-5
CCOC(=O)C1=C(C)OC(N)=C(C#N)C1c1c(C)nn(-c2ccc(C)cc2)c1Cl (configuration not stated)	111	-0.5	-3	0.1	103	3	5	4	1	-5
O=C(O)CSCC(=O)N1CCCCC1	94	-0.2	8	0.1	96	-1	15	-3	1.2	5
CN1C(=O)CC(N2CCC(C(N)=O)CC2)C1=O (configuration not stated)	98	-0.2	5	0.4	97	-9	7	-8	1.2	2
CSc1ccccc1NC(=O)c1ccccc1N(Cc1ccccc1)S(C)(=O)=O	103	-0.3	6	2.3	98	-2	23	9	1.1	-3
Cc1ccc(NC(=S)N(N)CCO)cc1	104	-0.3	3	0.6	99	-2	-19	-4	1	-6
COC(=O)c1ccc(COc2ccc(/C=N/N3CCN(C)CC3)cc2)cc1	136*	0.2	-17	-2.1	113	-4	55	-3	1.7	-38
COc1ccc(NC(=O)CNCCC2=CCCCC2)cc1	102	-0.4	6	-1.8	99	-6	16	14	1.4	-3
COc1cccc(NS(=O)(=O)c2c(C)cc(C)cc2C)c1	104	0.1	1	2.0	104	-2	3	11	1.1	-4
Cc1ccc(C(=O)NN2C(=O)/C(=C/c3cccn3C)SC2=S)cc1	93	0.0	13	-0.2	87	-4	-12	-7	1.6	8
N=c1sccn1CC(=O)Nc1ccccc1Oc1ccccc1	99	-0.2	5	0.5	102	-1	9	12	1.4	1

3 compounds drawn at random from the list so far:
SMILES	STAT1 activator	Hsp70 act	STAT3 blocker	DTT redox prof	STAT3 act	HMGR II inh	APP 5'UTR act	TLR4 MyD88 comp	NF-kB neuron act	STAT1 blocker
COc1cccc(NS(=O)(=O)c2c(C)cc(C)cc2C)c1	104	0.1	1	2.0	104	-2	3	11	1.1	-4
COc1ccc(NC(=O)CNCCC2=CCCCC2)cc1	102	-0.4	6	-1.8	99	-6	16	14	1.4	-3
COc1ccc(NC(=S)N2CCC(C(=O)c3ccc(F)cc3)CC2)c(OC)c1	95	-0.3	11	-0.8	96	-5	5	4	1.3	4

Additional compounds
SMILES	STAT1 activator	Hsp70 act	STAT3 blocker	DTT redox prof	STAT3 act	HMGR II inh	APP 5'UTR act	TLR4 MyD88 comp	NF-kB neuron act	STAT1 blocker
O=C1CCCC2=C1C(c1ccc(Cl)cc1)n1c(s/c(=C\c3ccc4ccncc4c3)c1=O)=N2 (configuration not stated)	88	-0.5	24	-0.2	82	-4	-5	-2	0.73	13
Cc1cccc(NC(NC(=O)Cc2ccccc2)C(Cl)(Cl)Cl)c1 (configuration not stated)	96	-0.2	-9	0.5	106	-5	3	-1	1	4
OCC1(Cc2ccc(Cl)cc2)CCN(CC2CC=CCC2)CC1 (configuration not stated)	87	0.0	2	-1.8	103	-4	8	-1	0.99	13
O=c1[nH]c(N2CCOCC2)nc2ncn(Cc3ccccc3)c12	102	-0.4	8	0.5	96	-2	4	17	1.7	0
Cc1ccc(C)c(SCC(=O)Nc2cccc(S(=O)(=O)NC3=NCCCCC3)c2)c1	100	0.0	-6	0.0	109	-2	-6	7	0.93	0
Cc1cc(C)n(-c2nc3ccccc3nc2Nc2ccc3c(c2)OCO3)n1	95	-0.1	-4	2.6	104	-8	-8	6	1.1	6
FC(F)(F)c1ccc2c(c1)[nH]c(=S)n2C1CC1	90	-0.2	23	-0.8	83	-2	-2	1	1.1	9
CCN1CCN(C(=O)c2ccc(Cn3c(=O)[nH]c4cc(OC)c(OC)cc4c3=O)cc2)CC1	103	-0.4	-4	0.1	101	-6	3	17	0.79	-4
Cc1ccc(S(=O)(=O)c2ccc(NN)cc2)cc1	104	-0.1	0	-0.7	104	1	-9	-3	1.1	-2
COc1ccc(/C(C)=N/NC(=O)CCC(=O)Nc2ccc(Cl)cc2Cl)c(OC)c1	100	0.0	1	-0.3	102	3	-6	-10	1.1	0
Cc1ccc(Sc2c(CO)c(-c3ccccc3)nn2C)cc1	92	-0.2	-31	-0.7	132	-1	-95	-2	2.3	8
Cn1ncc(Br)c1C(=O)Nc1ccc(F)cc1F	98	-0.2	22	2.4	85	7	3	4	1.2	3
CC(C)NC(=O)c1ccc2c(=O)n(CC3CCCO3)c(=S)[nH]c2c1 (configuration not stated)	103	-0.3	15	-0.6	96	-1	13	7	1.1	-4
CCn1c(C)c(C(C)=O)c(SC)nc1=S	102	-0.2	11	0.0	96	-1	1	-10	1.1	-2
COc1cccc(OC(=O)c2cc3ccccc3oc2=O)c1	108	0.1	-6	-0.9	116	0	-15	-5	1.1	-11
Cc1ccc(NC(=O)C(OC(=O)c2ccc(C=O)cc2)c2ccccc2)cc1Cl (configuration not stated)	106	-0.2	-9	0.4	107	0	9	7	0.8	-7
CN(CC(=O)Nc1ccc(F)cc1)C(=O)COc1ccc(C(=O)c2ccccc2)cc1	88	-0.4	11	-0.1	92	1	9	-1	0.81	14
COc1nc(Nc2ccc(OC)c(Cl)c2)nc(OC)n1	109	0.1	18	0.2	88	-1	16	-2	1.6	-10
Cc1ccc(S(=O)(=O)c2c(N)n(NC(=O)c3ccco3)c3nc4ccccc4nc23)cc1	104	-0.3	1	2.2	101	-3	-6	7	0.98	-5
O=[N+]([O-])c1ccc(Oc2ccc(S(=O)(=O)N3CCCCC3)cc2)cc1	94	-0.4	-7	-0.3	104	-1	17	9	0.87	6
CCCCCC(=O)Nc1cc(N(C)C)nc2ccccc12	99	-0.1	2	1.8	101	0	-1	-6	0.88	1
CC(=O)c1c(COC(=O)c2ccncc2)nc2ccccc2[n+]1[O-]	100	0.7	1	-0.2	105	-7	15	13	0.9	0
CC(C)CCn1c(SCC(=O)N2CC(=O)Nc3ccccc32)nc2scc(-c3cccs3)c2c1=O	100	1.0	2	0.1	98	4	19	1	0.89	0
COc1ccc(CNn2c(-c3ccccc3F)nc3ccccc3c2=O)cc1OC	101	-0.1	2	0.4	100	-3	3	-2	0.57	-3
COc1ccc(NS(=O)(=O)c2cc(NC(=O)c3ccco3)ccc2N2CCCC2)cc1	91	0.0	2	0.5	94	-9	-1	-4	0.75	9
Cc1cccc(C(=O)Nc2sc3c(c2C#N)CCCCC3)c1	128	1.2	24	0.6	82	-12	178*	-16	3.6*	-30
CCOc1ccc(C(=O)C[n+]2ccccc2C)cc1	89	0.2	7	0.8	98	-10	0	-20	0.94	12
COc1ccc(NC(=O)CN2CCCCC2)c([N+](=O)[O-])c1	122	0.3	2	-0.2	107	-3	47	0	2.1	-18
COCCCNC(=O)c1cccc(NC(=O)c2ccccc2)c1	99	-0.3	-8	-0.1	104	0	-9	-4	1.1	1
CSC1=NCCN1C(=O)Cc1ccc(Cl)cc1	102	-0.1	2	-0.7	106	-3	4	4	1	-2
CCOc1ccc2ccccc2c1C(=O)N1CCOCC1	95	-0.4	-1	2.8	103	-4	-10	-9	1.1	5
COc1ccccc1NC(=O)COc1ccc(C(=O)NC2CCCc3ccccc32)cc1OC (configuration not stated)	111	0.0	1	1.2	104	-5	-6	2	0.97	-15
CC(=O)Nc1ccccc1-c1nc2ccc(C(=O)N3CCN(c4ccccc4)CC3)cc2[nH]c1=O	102	-0.1	1	-0.6	103	1	-7	5	1	-2
CCC(CC)c1nnc(NC(=O)C2CC(=O)N(c3ccc4c(c3)OCCO4)C2)s1 (configuration not stated)	96	-0.4	-5	0.4	108	-4	-2	0	0.93	5
CC(C)(O)C(=O)NN(C(=O)c1ccccc1)c1cccc(Br)c1	96	-0.1	3	1.9	101	1	-5	-1	1	4
CCOC(=O)c1noc(C)c1C(=O)Nc1nc(C)cc(C)n1	99	-0.2	9	-1.4	96	1	1	-2	0.98	1
C=CCNc1oc(-c2cccs2)nc1C#N	104	-0.6	2	-0.3	96	-8	8	-2	1.3	-4
O=C(NCc1cn2ccsc2n1)c1cccc(C(F)(F)F)c1	97	0.0	4	0.0	101	-2	-16	3	1	3
CC(C(=O)Nc1cccc(S(=O)(=O)N2CCOCC2)c1)N1CCN(c2ccc(F)cc2)CC1 (configuration not stated)	91	-0.2	14	0.0	96	0	0	1	0.72	8
O=C(CSc1nnc(NC(=O)CN2CCOCC2)s1)Nc1ccccc1	96	-0.1	11	2.2	99	-1	17	-18	0.99	4
Cc1ccc(-n2nc(C(=O)c3ccccc3)n3c(=O)cc(-c4ccccc4)nc23)cc1	100	-0.1	5	-3.0	103	-3	-3	-10	1.2	0
COc1ccc(-c2cc(C(F)(F)F)nc(N3CCCCC3)n2)cc1OC	99	0.0	2	-3.4	101	-4	1	-9	1.1	1
Cc1cccc2cc3c(N)c(C#N)sc3nc12	110	-0.6	50*	0.1	64	6	-16	-2	1	-11
O=C(NCC1CCCO1)C1CCN(C2CCN(C(=O)CC3CCCC3)CC2)CC1 (configuration not stated)	110	0.6	-1	-1.1	105	0	15	-2	1	-14
COc1ccc(CCNC(=O)C2CCC(CNS(=O)(=O)c3ccccc3)CC2)cc1OC (configuration not stated)	96	-0.3	9	-0.5	99	-3	-9	-3	1.1	4
COc1cc(C(=S)NC2CCCCC2)ccc1O	103	-0.2	-2	0.0	99	-4	-6	1	1.3	-1

Assay outcomes from PubChem.
